# LGR2 inh: blocks bursicon-induced cAMP signaling via Drosophila LGR2. AID 720647. inhibition, % at 9.99 µM. hit rate 0.35% among 380,000. HEK293 LGR2, CRE-luciferase, bursicon-stimulated, 4 h;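 active = drop in luminescence signal, shown as inhibition above about 50% in the replicate tests, limit read from the data, passing the limit was not always enough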;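 also: agonist challenge used bursicon conditioned medium at about half maximal strength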
# ERAP1 inh: inhibitors of human ERAP1 aminopeptidase. Q9NZ08. recombinant ERAP1, Leu-AMC fluorescence, 60 min. inhibition, % at 10.7 µM. hit rate 0.15% among 340,000;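 active = mean replicate inhibition of at least 30%, or all replicates individually reaching that 30% level; inactive = mean below 30% and not every replicate reaching it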;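 also: 0% = neutral control wells and 100% = L-leucinethiol positive control wells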
# Target sequence (Q9NZ08 whole entry, looked up): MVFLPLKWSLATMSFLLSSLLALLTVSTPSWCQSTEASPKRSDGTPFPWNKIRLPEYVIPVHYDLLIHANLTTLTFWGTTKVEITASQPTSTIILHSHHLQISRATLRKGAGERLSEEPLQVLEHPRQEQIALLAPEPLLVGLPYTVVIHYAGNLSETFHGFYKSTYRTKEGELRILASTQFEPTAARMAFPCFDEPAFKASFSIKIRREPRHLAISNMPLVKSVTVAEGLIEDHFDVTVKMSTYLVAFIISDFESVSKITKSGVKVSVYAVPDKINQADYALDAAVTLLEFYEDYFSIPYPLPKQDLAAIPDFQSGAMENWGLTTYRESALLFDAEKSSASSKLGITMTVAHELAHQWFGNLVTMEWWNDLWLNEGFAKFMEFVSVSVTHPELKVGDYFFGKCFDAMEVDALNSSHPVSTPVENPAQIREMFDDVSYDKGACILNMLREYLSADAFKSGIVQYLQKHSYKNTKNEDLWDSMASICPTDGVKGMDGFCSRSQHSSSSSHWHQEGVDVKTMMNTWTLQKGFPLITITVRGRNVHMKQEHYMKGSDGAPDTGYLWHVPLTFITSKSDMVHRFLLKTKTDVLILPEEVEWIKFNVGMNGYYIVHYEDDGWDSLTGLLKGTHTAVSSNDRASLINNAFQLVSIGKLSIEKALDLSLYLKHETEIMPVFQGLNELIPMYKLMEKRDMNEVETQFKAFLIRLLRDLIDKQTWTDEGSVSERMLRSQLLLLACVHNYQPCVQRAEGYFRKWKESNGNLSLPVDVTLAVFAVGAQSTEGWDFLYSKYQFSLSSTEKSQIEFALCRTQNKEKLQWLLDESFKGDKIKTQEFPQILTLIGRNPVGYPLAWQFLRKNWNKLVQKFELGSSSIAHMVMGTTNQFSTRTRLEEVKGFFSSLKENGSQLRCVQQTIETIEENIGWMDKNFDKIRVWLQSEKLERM
# PAX8 reporter: PAX8 transcriptional activity inhibition. RMG-I TPO-luciferase reporter, SteadyGlo, 24 h. inhibition, % at 12.6 µM. hit rate 1.2% among 360,000;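 active = mean replicate inhibition at least 60% with every replicate also reaching 60%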;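 also: luciferase light reporting Pax8 driven TPO promoter activity; plate controls were median of neutral control wells for no effect and mitoxantrone controls for full effect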
# PGC1a acetyl inh: PGC1a acetylation modulation, inhibitor mode | U2OS PGC1a acetylation, AlphaScreen anti-acetyl-lysine; with virally co-expressed GCN5 acetyltransferase | inhibition, % at 15.6 µM | hit rate 0.17% among 350,000;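 active = every replicate shows inhibition of at least 40%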;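 also: 0% = neutral control wells and 100% = positive control wells; some results beyond the cut were filed as inactive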
# EWS-Fli inh: blocks EWS/Fli oncoprotein-driven transcription; A673 NR0B1-luciferase reporter, viability-normalised; inhibition, % at 12.6 µM; hit rate 0.67% among 350,000; AID 651661;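 active = mean inhibition of at least 50% after viability correction, with every replicate also passing that limit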;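 also: firefly luciferase signal divided by Alamar Blue viability fluorescence both relative to DMSO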
# S100A4 inh HTS: blocks human S100A4 binding to myosin IIA peptide; hit rate 0.14% among 360,000; S100A4/TAMRA-MyoIIA peptide fluorescence polarization; inhibition, % at 10.7 µM;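 active = mean inhibition of at least 70% across replicates, with every replicate also reaching that level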
# Target sequence (P26447 whole entry, looked up): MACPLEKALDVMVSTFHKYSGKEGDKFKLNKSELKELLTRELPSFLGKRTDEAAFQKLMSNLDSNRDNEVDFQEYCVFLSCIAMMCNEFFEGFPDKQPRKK
#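 Test system – S100A4 monomer (human) · Compound – single-point compound testing · Schedule – 5 min incubation before reading · Probe or stimulus – TAMRA-labelled myosin IIA heavy-chain peptide probe, 5 nM · Benchmarks – neutral control DMSO, positive control TFP · Medium – Calcium-containing HEPES buffer, pH 7.2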
# FN deposition inh: fibronectin deposition inhibition | inhibition, % at 12.6 µM | AH1F fibroblasts, Alexa488-fibronectin deposition fluorescence, overnight | AID 743247 | hit rate 0.086% among 350,000;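 active = mean inhibition across replicates of 30% or more, regardless of how many single replicates reach that level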;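 also: positive control wells lacked labelled fibronectin entirely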
#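 Test system: AH1F fibroblast monolayer depositing Alexa488-labelled fibronectin into matrix. Input: 10000 cells per well. Technique: fluorescence, ex 485 nm, em 525 nm. Buffer or medium: DMEM plus 2% serum, read in PBS. Timing: 1 h cell adhesion before compound, then overnight fibronectin incubation. Compound: single dose, pinned. Read-out basis: inhibition from reduced deposited-fibronectin fluorescence.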
# PglD DTNB: inhibitors of Campylobacter jejuni PglD acetyltransferase. AID 602405. purified PglD enzyme, DTNB colorimetric CoA detection. inhibition, % at 12.5 µM. hit rate 0.098% among 360,000; in the data active = inhibition above about 16%, passing the limit was not always enough; also: strong numbers were not always called active
# Numbers without * were called inactive; · = no result given; & = joins results of further samples. This is a random part of the collection. About 2.1% of those tested had a hit in this group.
SMILES,LGR2 inh,ERAP1 inh,PAX8 reporter,PGC1a acetyl inh,EWS-Fli inh,S100A4 inh HTS,FN deposition inh,PglD DTNB
CCOc1ncccc1C(=O)OCC(=O)Nc1cccc(S(N)(=O)=O)c1,10,0,-1,5,-3,0,2,-3
COc1ccc(-c2ccc(C(=O)NCC3CCOCC3)c3occc23)c(C)c1,0,1,-36,-16,-7,0,-8,-5
COCC(=O)N1CC2(C1)[C@H](c1ccc(C3=CCCC3)cc1)[C@@H](CO)N2C(=O)COC,-20,0,·,4,1,7,4,·
O=C(Cc1ccc(Cl)cc1)Nc1cccc2ncccc12,-6,·,10,·,7,-1,0,·
CC(C)c1nc(C(=O)N2CCCC(CCC(=O)N(C)CCc3ccccn3)C2)cs1 (centres undefined),11,11,15,5,1,-7,·,1
O=C(N/N=C/c1ccco1)C1CC1(c1ccccc1)c1ccccc1 (centres undefined),16,·,1,-2,·,·,-1,1
CSc1ccccc1NC(=O)C1CC(c2ccccc2Cl)=NO1 (centres undefined),-13,-2,7,·,-19,-2,-3,-10
CCN(CC)S(=O)(=O)c1ccc(CNC(=O)CN2C(=O)NC3(CCc4ccccc43)C2=O)cc1 (centres undefined),10,16,4,-2,2,0,-8,7
COc1ccc(NC(=O)CN2C(=O)NC3(CCCCC3C)C2=O)cc1S(=O)(=O)N1CCOCC1 (centres undefined),8,-4,-2,-4,6,-2,1,0
COc1cccc(CN2CCN(C(c3ccccc3)c3ccccc3)CC2)c1O,20,0,25,13,9,2,0,-2
COc1cc2oc(=O)ccc2c(OC)c1CC(O)C(C)(C)O (centres undefined),-9,-1,-4,2,-9,0,5,1
COC(=O)C[C@@H]1C[C@@H]2c3cc(N)ccc3O[C@@H]2[C@@H](CO)O1,-9,0,8,6,-3,-15,-9,3
C[C@H]1NC(=O)[C@@]2(C)[C@@H](c3ccccc3)[C@H]3COc4ccccc4[C@@H]3N2C1=O,-15,-10,-20,·,10,-6,14,4
C[C@@H]1CN([C@H](C)CO)C(=O)Cc2cc(NC(=O)Cc3cn(C)c4ccccc34)ccc2O[C@@H]1CN(C)CC1CC1,8,2,·,3,-3,19,·,-12
N#Cc1nc(-c2ccccc2F)oc1NCCN1CCOCC1,-10,0,-14,·,0,-5,1,-2
C/C(=N\O)c1ccn(S(=O)(=O)c2ccc(Cl)cc2)c1,·,4,2,·,2,-4,2,-4
Fc1ccc(COc2ccc(C(=S)N3CCCC3)cc2)cc1,-23,-3,-123,10,-106,3,11,5
CCCCNC(=O)c1ccc(Cc2cn(C)c3ccccc23)nc1,19,·,14,-7,-5,-4,-4,-1
O=c1ccn([C@@H]2O[C@H](CNCc3ccccc3)[C@@H](O)[C@H]2O)c(=O)[nH]1,·,1,0,8,-6,-6,1,0
Cc1cccc(NC(=O)C2Cc3ccccc3O/C2=N\O)c1 (centres undefined),-18,-3,-12,2,-23,-14,-2,-6

# Single values from above.
# EWS-Fli inh result of COc1ccc(-c2ccc(C(=O)NCC3CCOCC3)c3occc23)c(C)c1 → -7
# LGR2 inh result of Fc1ccc(COc2ccc(C(=S)N3CCCC3)cc2)cc1 → -23

# (next part)
SMILES,LGR2 inh,ERAP1 inh,PAX8 reporter,PGC1a acetyl inh,EWS-Fli inh,S100A4 inh HTS,FN deposition inh,PglD DTNB
Cn1c(SCC(=O)Nc2cccnc2Cl)nnc1-c1ccco1,14,1,9,-3,-8,-2,-2,1
Cn1cccc1/C=C1\SC(=Nc2ccc(O)cc2)NC1=O,-100,·,16,·,46,1,-12,·
C[C@H](CO)N1C[C@H](C)[C@H](CN(C)C(=O)Nc2ccc(F)cc2)Oc2ncc(C3=CCCC3)cc2C1=O,9,-6,·,-4,4,-12,-2,0
O=C(Sc1cccc2cccnc12)c1ccc(F)cc1,24,4,106*,·,49,-8,·,·
COC(=O)[C@@H]1C[C@]2(Br)c3ccccc3N(S(=O)(=O)c3ccccc3)[C@@H]2N1C(=O)OC,-17,2,-1,-3,22,2,12,1
CSc1ncccc1C(=O)OCc1cccc([N+](=O)[O-])c1,-8,4,-2,2,-2,-3,-4,-1
C#Cc1ccc([C@@H]2C=C(C(=O)N3CCN(Cc4ccc5c(c4)OCO5)CC3)O[C@H](OCC)[C@H]2CCCO)cc1,21,-1&0,-4&-2,·,2&-5,-3&2,·,5
C[C@H](CO)N1C[C@H](C)[C@H](CN(C)S(=O)(=O)c2ccc(Cl)cc2)Oc2c(NS(=O)(=O)c3cn(C)cn3)cccc2C1=O,-1,-1,-4,9,-2,4,·,2
CCOC(=O)C1(Cc2ccc(Cl)cc2)CCN(Cc2cnc(N)nc2)CC1,17,3,24,6,14,-11,-1,·
COc1ccc(C2=C(c3ccccc3)OC(OC)c3cc(F)ccc32)cn1 (centres undefined),23,4,-4,·,1,0,-16,·
CCc1nnc(NC(=O)[C@@H](NC(=O)c2cc(OC)cc(OC)c2)C(C)C)s1,4,-1,8,·,1,7,3,·
CCCC#Cc1ccc([C@@H]2[C@H]3CN(S(=O)(=O)c4ccccc4C)CCCCN3[C@H]2CO)cc1,26,1,11,-2,1,-5,·,0
COC(=O)C1=CN(C2CCCCC2)C=C(C(=O)OC)C1c1ccc2c(c1)OCO2,3,-1,24,-8,-2,-3,-10,-1
COc1ccc2c3c([nH]c2c1)[C@H](CO)N(C(=O)C1CCC1)CC31CN(C(=O)c2ccccn2)C1,-24,·,1,11,12,0,·,·
C[C@H](CO)N1C[C@H](C)[C@H](CN(C)Cc2ccncc2)Oc2ccc(NC(=O)Cc3cn(C)c4ccccc34)cc2C1=O,-4,1,34,-3,·,23,·,16
O=C(COC(=O)CNC(=O)c1sc2ccccc2c1Cl)Nc1c(Cl)cc(Cl)cc1Cl,-4,6,-4,·,8,-1,6,3
CSc1ccccc1NC(=O)CN(C)CC(=O)Nc1ccccc1C(F)(F)F,1,0,-41,-5,0,1,4,·
CC(OC(=O)c1ccccc1NS(=O)(=O)c1cccc(N)c1)C(=O)N(C)Cc1ccccc1 (centres undefined),16,6,27,9,-21,-14,5,-2
Cc1cc(OC(C)C(=O)NCC2CCC(C(=O)O)CC2)c2c(C)c(C)c(=O)oc2c1 (centres undefined),-1,1,·,3,-9,0,·,-2
CO[C@@H]1CN(C)C(=O)c2cc(NS(C)(=O)=O)ccc2OC[C@@H](C)N(Cc2ccccn2)C[C@@H]1C,-11,·,·,-4,-4,·,9,·
CC(C)(C)c1cc(C(=O)NNC(=O)c2ccc(C(F)(F)F)cc2)no1,-6,·,4,4,2,44,3,·
Cc1ccc(S(=O)(=O)N(C)C)cc1NC(=O)COC(=O)c1ccc(Cl)cc1,4,-5,0,·,9,2,-2,1
CNS(=O)(=O)c1ccc2c3c(cccc13)C(=O)N2,1,-52,14,·,17,-1,3,3
CCCC(=O)Nc1ccc2c(c1)OC[C@H](C)N(C(=O)c1ccccc1F)C[C@H](C)[C@H](OC)CN(C)C2=O,-3,·,·,20,4,·,-1,·
CC(C)NC(=O)N(C)C[C@H]1OCc2ccccc2-c2c(n(C)c3ccccc23)C(=O)N([C@H](C)CO)C[C@@H]1C,-5,-2,·,5,0,38,-5,1
C/C=C/c1ccc([C@@H]2[C@@H](CNC(=O)C3CCC3)N(C(=O)NCCC)[C@H]2CO)cc1,-18,·,3,2,12,·,9,1
COc1ccc(CCNC(=O)C2CCC(C(C)(C)C)CC2)cc1OC (centres undefined),-15,-1,25,0,10,-3,13,-4
O=C(Nc1nc2ccc(Cl)cc2s1)C1CC1,-55,-2,-54,4,-68,1,2,0
CCOC(=O)C1CCN(C(=S)Nc2ccc(Cl)cc2C)CC1,-2,13,0,·,5,-1,-2,·
C=CCOC(=O)C1=C[C@H](c2ccc(Br)cc2)[C@@H](CCCO)[C@H](OCC)O1,7,-1&-1,2&10,-13&-2,-4&4,5&2,2,3&1
C=CCn1cnc2scc(-c3ccc(C)cc3)c2c1=O,·,-1,15,8,·,3,-3,4
CC(=O)N1CSCC1C(=O)N1CCN(c2ccc(N3CCOCC3)nn2)CC1 (centres undefined),1,3,10,-2,3,-6,-5,2
COc1ccc(CCN2C(=O)c3ccccc3C2c2nnnn2-c2c(C)cccc2C)cc1OC (centres undefined),-2,·,-6,·,-4,-5,6,·
CC(C)n1[nH]c2ccccc2c1=O,-11,9,-8,-11,-7,26,-1,-3
CCOc1ccc(-n2c(=O)[nH]cc(C(=O)Nc3ccc(OC)c(OC)c3)c2=O)cc1,15,-3,13,5,-1,-2,-2,·
COc1ccc2c(CC(=O)OCC(=O)Nc3ccc4c(c3)OCO4)coc2c1,·,·,3,6,·,·,4,9
CC(=O)C[C@@H]1OC[C@H](CO)N1S(=O)(=O)c1ccc(C)cc1,-23,-2,-4,·,-20,0,1,·
O=[N+]([O-])c1ccc(NCCNS(=O)(=O)c2ccccc2)cc1,19,4,-5,0,12,6,9,0
O=C(NCc1ccccc1)c1onc(CSc2ccncc2)c1C(=O)NCc1ccccc1,-15,4,-1,-3,15,-4,-6,-4
COc1ccc(OCC(=O)Nc2ccc(OC)c(S(=O)(=O)N3CCCCC3)c2)cc1,3,4,·,·,36,-2,8,·

# Part of the list above, with tabs.
compound	LGR2 inh	ERAP1 inh	PAX8 reporter	PGC1a acetyl inh	EWS-Fli inh	S100A4 inh HTS	FN deposition inh	PglD DTNB
Cn1c(SCC(=O)Nc2cccnc2Cl)nnc1-c1ccco1	14	1	9	-3	-8	-2	-2	1
Cn1cccc1/C=C1\SC(=Nc2ccc(O)cc2)NC1=O	-100	·	16	·	46	1	-12	·
C[C@H](CO)N1C[C@H](C)[C@H](CN(C)C(=O)Nc2ccc(F)cc2)Oc2ncc(C3=CCCC3)cc2C1=O	9	-6	·	-4	4	-12	-2	0

# (listing goes on)
SMILES,LGR2 inh,ERAP1 inh,PAX8 reporter,PGC1a acetyl inh,EWS-Fli inh,S100A4 inh HTS,FN deposition inh,PglD DTNB
COc1ccc(/C=C(\C#N)C(=O)OC2CCOC2=O)cc1 (centres undefined),10,9,7,·,8,-21,9,0
COc1ccc(CCN2CC(C(=O)NCCc3cnn(C)c3)CCC2=O)cc1 (centres undefined),12,-3,-9,-8,2,-3,-8,-1
COc1ccc(S(=O)(=O)N2CCN(CC(=O)c3c(N)n(C)c(=O)n(C)c3=O)CC2)cc1OC,-20,1,2,-11,-2,4,-4,4
Nc1nc2c(ncn2[C@H]2C[C@H](O)[C@@H](CO)O2)c(=O)[nH]1,3,3,0,·,4,-1,-4,6
Cc1ccc(-c2cnc3c(c2)C(=O)N([C@@H](C)CO)C[C@H](C)[C@H](CN(C)C(=O)c2ccncc2)O3)cc1,-6,-1,2,4,-17,6,6,-3
CCOC(=O)C1=C(COC(=O)/C=C/c2ccc(OC)cc2OC)NC(=O)NC1C (centres undefined),-3,5,6,2,1,0,-2,8
CNC(=O)C[C@H]1CC[C@@H]2[C@@H](COc3ccc(NC(=O)Nc4cc(C)cc(C)c4)cc3C(=O)N2C)O1,-12,1,7,-9,-2,63,-28,-2
O=S(=O)(NCc1ccccc1F)c1cccc(S(=O)(=O)N2CCOCC2)c1,14,-2,8,4,4,4,-9,·
O=C(CSc1nc(C(F)(F)F)cc(=O)[nH]1)NCc1ccc2c(c1)OCO2,-7,-2,-12,-5,-9,-2,0,-7
COCC(=O)Nc1ccc2c(c1)C(=O)N(C)[C@H]1CC[C@@H](CC(=O)NCc3ccc(OC)cc3)O[C@@H]1CO2,-25,·,-42,-1,-4,·,-6,0

# Screening results (PubChem)
